INS promoter inh: TRM-6 insulin promoter activity inhibition. TRM-6 cells (human fetal islet line), insulin promoter-eGFP reporter, imaging; reporter expression induced with tamoxifen. inhibition, % at 2 µM. 130,000 compounds, 0.9% hits. AID 1273;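 active = inhibition above the mean plus 3 SD, with well images judged a real hit on visual review, cut at about 60% in these data, passing the limit was not always enough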
sdo1 growth: restores growth of sdo1-depleted yeast | 140,000 compounds, 0.21% hits | z-score at 10 µM | S. cerevisiae sdo1-depleted JHY4D growth rescue, OD600 30 h; active compounds read high; pdr5 snq2 efflux-pump mutant strain;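 active = z-score above 3 at both the 24 hr and the 30 hr optical density reads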;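 note: z-score against mean and SD of all compound wells on the same plate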
sdo1 growth Rescue 24 h: recorded beside sdo1 growth, whose call it bears; z-score; S. cerevisiae sdo1-depleted JHY4D growth rescue, OD600; measured here: growth rescue at 24 h;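 0 is the plate mean of compound wells and units are plate SD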
An asterisk follows results filed as active; i = inactive; · = no result given; & = joins results of further samples; [ ] = another dose, or the depositor's remark. Only part of the results is shown, so the mix of outcomes need not match the whole.

The first 14 compounds, ahead of the listing:
SMILES	INS promoter inh	sdo1 growth	sdo1 growth Rescue 24 h
COc1cc(C(=O)N(Cc2cccnc2)Cc2cc3cc4c(cc3[nH]c2=O)OCCO4)cc(OC)c1OC	-42.9	0.93	0.52
Cc1cc(Nc2ccccc2)n(CCC#N)n1	-22.9	-0.17	-1.15
COc1cc(OC)c(C(=O)Nc2cccc(C(C)=O)c2)cc1OC	-23.3	-0.69	-1.1
Cc1ccc(C2C=C(c3ccccc3OC(F)F)Nc3ncnn32)cc1 (stereo not given)	0.0	-2.04	-1.46
Cc1nnc(SCC(=O)N2c3ccccc3Sc3ccccc32)n1N	-118.2	1.01	1.12
CCOCCCNC(=O)Cc1ccc(Br)cc1	-66.7	1.67	1.22
CC(=O)c1cccc(NS(=O)(=O)N(C)C)c1	-118.2	0.99	1.1
CN(C)c1ccc(NC(=O)CN2CCN(S(=O)(=O)c3cc(Cl)ccc3Cl)CC2)cc1	-1.3	-1.36	-1.03
O=C(CCn1nc(-c2ccc(Cl)cc2)ccc1=O)NCc1ccccn1	-46.1	0.8	0.05
O=C(CCc1nc2ccccc2[nH]c1=O)OCc1ccc(S(=O)(=O)N2CCOCC2)cc1	-55.7	0.96	0.56
CCOc1c2ccc(C(=O)NCc3cc(C(F)(F)F)cc(C(F)(F)F)c3)cc2nn1CCOC	·	0.08	-0.23
COc1cc(C)c(Cl)cc1S(=O)(=O)NCc1ccco1	-36.0	1.14	0.85
O=C(Nc1ccccc1)OC1C2CCC1C(N1CCCCC1)CC2 (stereo not given)	-63.6	0.91	0.39
CC1CN(C(=O)Nc2ccc3snnc3c2)c2ccccc21 (stereo not given)	·	-0.29	-0.57

Results, from the start:
SMILES	INS promoter inh	sdo1 growth	sdo1 growth Rescue 24 h
COc1cc(C(=O)N(Cc2cccnc2)Cc2cc3cc4c(cc3[nH]c2=O)OCCO4)cc(OC)c1OC	-42.9	0.93	0.52
Cc1cc(Nc2ccccc2)n(CCC#N)n1	-22.9	-0.17	-1.15
COc1cc(OC)c(C(=O)Nc2cccc(C(C)=O)c2)cc1OC	-23.3	-0.69	-1.1
Cc1ccc(C2C=C(c3ccccc3OC(F)F)Nc3ncnn32)cc1 (stereo not given)	0.0	-2.04	-1.46
Cc1nnc(SCC(=O)N2c3ccccc3Sc3ccccc32)n1N	-118.2	1.01	1.12
CCOCCCNC(=O)Cc1ccc(Br)cc1	-66.7	1.67	1.22
CC(=O)c1cccc(NS(=O)(=O)N(C)C)c1	-118.2	0.99	1.1
CN(C)c1ccc(NC(=O)CN2CCN(S(=O)(=O)c3cc(Cl)ccc3Cl)CC2)cc1	-1.3	-1.36	-1.03
O=C(CCn1nc(-c2ccc(Cl)cc2)ccc1=O)NCc1ccccn1	-46.1	0.8	0.05
O=C(CCc1nc2ccccc2[nH]c1=O)OCc1ccc(S(=O)(=O)N2CCOCC2)cc1	-55.7	0.96	0.56
CCOc1c2ccc(C(=O)NCc3cc(C(F)(F)F)cc(C(F)(F)F)c3)cc2nn1CCOC	·	0.08	-0.23
COc1cc(C)c(Cl)cc1S(=O)(=O)NCc1ccco1	-36.0	1.14	0.85
O=C(Nc1ccccc1)OC1C2CCC1C(N1CCCCC1)CC2 (stereo not given)	-63.6	0.91	0.39
CC1CN(C(=O)Nc2ccc3snnc3c2)c2ccccc21 (stereo not given)	·	-0.29	-0.57
Cc1ccccc1NC(=O)COC(=O)c1ccc(CSc2ccc(Cl)cc2)cc1	·	-0.05	1.1
COc1ccccc1CNS(=O)(=O)c1ccc2c(c1)oc(=O)n2C	·	0.16	0.12
CCCc1cc(C(=O)Nc2cccnc2Cl)no1	-7.7	0.24	-0.62
CCCNC(=O)NC(=O)COC(=O)c1ccc(OC)c(S(=O)(=O)N2CCCc3ccccc32)c1	·	-0.61	-0.22
CCC(C)(C)NC(=O)C(c1ccc(C)o1)N(Cc1cccs1)C(=O)Cn1nnc2ccccc21 (stereo not given)	-11.1	-0.5	0.63
COc1ccc(NC(=O)CCSCCC(=O)Nc2ccc(OC)cc2OC)c(OC)c1	-63.1	1.35	1.43
S=C(NCc1cccnc1)Nc1ccc(Cl)c(Cl)c1	-23.3	-0.42	-0.32
COc1ccc(S(=O)(=O)O/N=C2\CCCc3ccccc32)cc1	0.0	1.17	1.04
Cc1cccc2cc(C#N)c(NCCCn3ccnc3)nc12	·	0.16	-0.35
Cc1ccccc1Nc1nc(N)nc(CSc2nc3ccccc3c(=O)n2C)n1	28.6	-0.09	-0.1
O=C(c1ccc(NS(=O)(=O)c2cccc3cccnc23)cc1)N1CCCCC1	-11.6	·	·
CC1C/C(=N/N2C(=O)CSC2=S)CC(C)(C)C1 (stereo not given)	0.0	-0.12	-0.47
O=C(c1ccc(Cl)cc1)c1ccc(CN2C(=O)c3ccccc3C2=O)o1	27.0	-1.37	-0.85
CC1=C(C(=O)Nc2ccccn2)C(c2ccc(Cl)cc2Cl)NC(=S)N1 (stereo not given)	-8.3	·	·
CSc1nc(SCC(N)=O)c2c3c(sc2n1)CN(C)CC3	-41.9	0.73	0.05
O=C1CSC(c2cccnc2)N1c1ccc(F)cc1 (stereo not given)	25.0	-0.95	-0.97
COc1ccc(C)cc1NC(=O)c1nnn(Cc2cccc(C(F)(F)F)c2)c1N	7.1	·	·
N/C(=N\c1nc2c(c(=O)[nH]1)CCC2)Nc1cccc(Cl)c1	-21.6	-0.08	-0.25
CCOCCCNc1ncnc2c1[nH]c1ccccc12	63.9	-0.04	-0.73
CCOC(=O)C1(Cc2cccc(OC)c2)CCN(C(C)CC(C)(C)O)CC1 (stereo not given)	-275.0	·	·
CCOC(=O)c1cc(-c2ccc(C)cc2)nc2nc(SC)[nH]c(=O)c12	30.8	1.67	1.55
CCn1c(-c2cccnc2)n[nH]c1=S	-23.3	0.5	-0.12
CCC(=O)NCCNc1nc2cc(C)c(C)cc2cc1C#N	21.9	-1.52&-0.38	-1.46&-1.09
CCC1CCC(c2nnc(-c3ccc([N+](=O)[O-])cc3)o2)CC1 (stereo not given)	20.0	-0.15	0.28
COc1ccc(-c2csc(NC(=O)c3cccs3)c2C(=O)O)cc1OC	21.4	·	·
COC(=O)[C@H](CCSC)NC(=O)Nc1ccc(C(C)=O)cc1	·	-0.47	-0.47
CCc1nc(NC2CCCCC2)c(C#N)c2c1COC(C)(C)C2	-33.3	0.08	0.1
CCOC(=O)c1ccc(NC(=S)N(CCCN2CCCCC2)Cc2ccco2)cc1	-37.5	0.4	0.46
Cc1cccc(N2CCN(C(=O)c3ccc(N4CCCC4=O)cc3)CC2)c1C	·	-0.81	-0.51
CCc1cc2c3c(c1)/C(=C1/SC(N)=NC1=O)C(=O)N3C(C)(C)C=C2C	·	-0.63	-0.88
COc1cccc(NC(=S)NNC(=O)Cn2nc(C(F)(F)F)cc2C)c1	-7.9	-0.45	-0.86
Cc1cccc(NC(=O)COC(=O)Cc2cccc(C(F)(F)F)c2)c1C	·	0.21	-0.17
COc1ccc(C(=O)Nc2ccc(S(=O)(=O)Nc3nccnc3OC)cc2)cc1	24.3	0.26	0.61
O=C(N/N=C/c1ccc[nH]1)c1cccc(Br)c1	-33.3	0.16	-0.07
O=C(CSc1nnc2n(C3CCCCC3)c(=O)c3ccccc3n12)OC1CCCCC1	·	-0.01	-0.05
O=C(O/N=C\c1ccc(N2CCCCC2)c([N+](=O)[O-])c1)c1cccc(Cl)c1	·	-0.21	-0.66
Nn1c(SCc2csc(-c3ccccc3)n2)nnc1-c1cccs1	-229.2	-0.58	-0.51
Cc1cc(C)n(C(=O)CCC(=O)NCc2ccccc2)n1	·	0.99	1.19
Cc1cccc(Oc2ncc(-c3ccc(Cl)cc3)cn2)c1	64.9	0.3	0.42
Cc1oc(CC(C)C)c(CN2CCCC2)c1C(=O)O	·	1.03	1.33
Cc1ccc(CCC(=O)Nc2ccccc2F)s1	0.0	·	·
O=C(CCCn1c(=O)[nH]c2ccccc2c1=O)Nc1ccc(F)cc1	26.7	·	·
C=CCNc1oc(-c2cccc3ccccc23)nc1C#N	-63.6	-0.87	-0.9
CN=C1SC(CC(=O)Nc2ccc(C(C)=O)cc2)C(=O)N1C (stereo not given)	-124.1	·	·
COc1ccc2c(c1)c(CC(=O)Nc1ccc(C(C)=O)cc1)c(C)n2C(=O)c1ccc(Cl)cc1	3.3	-0.93	-1.34
O=C(CN1C(=O)CCS(=O)(=O)c2ccccc21)NCc1ccc2c(c1)OCO2	·	1.95	1.96

(list continues)
SMILES	INS promoter inh	sdo1 growth	sdo1 growth Rescue 24 h
C/C(=N\O)C(=O)NCC1CCNCC1	-15.0	0.6	1.81
Cc1ccc(CN(C(=O)Cn2nnc3ccccc32)C(C(=O)NCc2ccco2)c2ccc(C)o2)cc1 (stereo not given)	21.1	-0.6	-0.26
Cc1ccc(CONC(=O)/N=C/N(C)C)cc1	-21.4	1.47	0.58
COc1ccccc1C(=O)NN=C1CCN(Cc2ccccc2)CC1	16.7	1.9	1.64
CCOC(=O)/C(=C/C=C1\Sc2cc(OCC)c(OCC)cc2N1CC)C(C)=O	i	·	·
Cc1ccc(C2CC(=O)c3cnc(N4CCN(c5ccccc5)CC4)nc3C2)cc1 (stereo not given)	-21.4	0.37[9.9 µM]	0.3
Cc1cc2nc3c(c(C(F)(F)F)n2n1)CCCC3	0.0	·	·
O=C(NCCCN1CCOCC1)c1cc2c(=O)[nH]c3ccccc3c2s1	-15.6	0.8	0.51
CC(=O)Nc1ccccc1NC(=O)c1cccc2ccccc12	-20.0	1.16	1.37
COc1ccc(CN(Cc2cc3cccc(C)c3[nH]c2=O)C(=O)N(C)C)cc1	-14.3	0.72	-0.4
O=C(c1ccc(S(=O)(=O)N2CCCCC2)cc1)N1CCCc2ccccc21	46.7	-1.57	-1.79
Cc1ccc(NCCc2ccc(C)nc2)cc1	75.0*	0.01	-0.7
O=C(c1noc2c1CCCC2)N1CCN(Cc2ccccc2)CC1	·	0.12	-0.03
Cc1ccc(/C=C/S(=O)(=O)N2CCC(C(=O)O)CC2)cc1	·	0.46	0.16
Cc1ccc(C(=O)N(c2c(C)n(C)n(-c3ccccc3)c2=O)C(C)C)cc1	25.8	2.66	4.52
Nc1nnc(SCC(=O)N2CCc3ccccc32)n1-c1ccccc1	-23.2	0.52	0.13
Cc1ccn2cc(C(=O)Nc3nnc(C)s3)nc2c1	·	0.08	-0.18
COc1ccccc1-c1nnc2n1N=C(c1ccc(O)c(O)c1)CS2	·	1.52	2.12
C=CCONC(=O)c1cc(OCC(F)(F)F)ccc1OCC(F)(F)F	-38.0	0.18	0.06
Cc1cccc(C)c1-n1c(C)cc(/C=N/NC(N)=S)c1C	2.7	-2.18	-1.4
O=c1c2ccccc2ncn1-c1cccc(Cl)c1	-323.3	1.13	1.23
Cc1ccc(-c2noc(-c3cc4ccccc4oc3=O)n2)cc1	-10.0	0.54	2.43
CCc1nn(CC(=O)NCCCN(CC)c2cccc(C)c2)c(=O)c2cc3occc3n12	-63.6	·	·
CCc1cccc2c(N=O)c(O)[nH]c12	-48.1	1.66	1.36
Cc1cc(C(=O)OCC(=O)c2ccc(Br)s2)c(C)o1	·	-0.01	0.15
COc1ccc(C(=O)N/N=C(\C)Cn2nc([N+](=O)[O-])cc2C)cc1	·	1.17	0.2
CCOC(=O)CSc1nnc(-c2ccc(S(=O)(=O)NCc3cccs3)cc2)o1	50.0	·	·
O=C(CCNC(=O)c1ccccc1Cl)Nc1nc(-c2ccc(F)cc2)cs1	·	-0.66	-0.65
O=C(O)CCCNc1ccc(S(=O)(=O)Nc2ccccc2C(=O)O)cc1C(=O)O	·	-0.36	-1.77
CCCNC(=O)C1CCN(S(=O)(=O)c2ccc3nc4c(c(C(=O)O)c3c2)CCCCC4)CC1	·	0.3	-0.63
Cc1cc(N/C=C2\CCCCC2=O)no1	17.2	-0.29	-0.52
CCCC(=O)n1nc(-c2cccnc2)nc1N	94.3*	0.75	-0.31
COC(=O)c1[nH]c2ccccc2c1NC(=O)c1ccccc1[N+](=O)[O-]	-22.6	0.22	0.05
COc1ccccc1/C=C/CN1CC(C)OC(C)C1 (stereo not given)	-11.1	-0.2	-0.42
CP(=O)(COC(=O)c1ccccc1)COC(=O)c1ccccc1	·	-0.12	-0.13
COCCNc1nc(N)c([N+](=O)[O-])c(NCCO)n1	·	1.85	1.68
COCCNC(=O)c1ccc2c(=O)n(CCOC)c(=O)[nH]c2c1	·	0.31	-0.28
O=C(O)C1CC(=O)N(C2CCCCC2)C1c1ccccc1 (stereo not given)	-66.7	-0.78	-1.12
Cc1cc2n(n1)C(c1ccc3c(c1)OCO3)Nc1ccccc1-2 (stereo not given)	·	-0.15	-0.08
CCOc1ccc2[nH]c(=O)c(CN(CC3CCCN3CC)C(=O)NCc3ccccc3)cc2c1 (stereo not given)	-71.9	1.12	1.67
Cc1[nH]c(=O)[nH]c(=O)c1NC(=O)c1cccs1	8.3	1.54	2.42
COc1ccc(/C=C/C(=O)NC(C)C)cc1Br	60.9	0.13	0.17
Cc1cccc(N(CC(O)CN(C)C)S(=O)(=O)c2ccccc2)c1 (stereo not given)	21.4	0.41	-0.8
Cc1ccc2nc(N3CCN(Cc4nnnn4Cc4ccccc4)CC3)c(C#N)cc2c1	·	-0.93	-0.68
O=C(CN1CCC(Cc2ccccc2)CC1)Nc1ccc2c(c1)OCCO2	-1.4	-0.08	-0.6
CC(C)NCc1nnc(-c2ccc(Cl)cc2)o1	-20.0	·	·
Cc1cc(C)n(CCOc2nonc2N)n1	·	1.38	0.73
N#Cc1c(NC(=O)CCC(=O)O)sc2c1CCCCC2	-13.3	·	·
COc1ccc(-n2c(SCC3CNC(=O)O3)nnc2-c2ccc(Cl)cc2)cc1 (stereo not given)	16.7	-0.02	-0.38
COCc1cc(C)nc(N2CCN(c3ccccc3)CC2)c1C#N	-4.3	-0.77	-0.69

Bioassay records from PubChem.
